Screening data: PubChem, several laboratories
GSK3 alpha inh: blockers of GSK3A enzyme activity – biochemical, luminescence, cell-free homogeneous, HTS, primary screen. GSK-3 alpha kinase, ADP-Glo luminescence, 60 min. inhibition, % at 10 µM. actives 0.1% (n = 320,000). AID 2650, 2010;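 in the data active = inhibition above about 50%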;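 note: GST-tagged GSK-3 alpha with peptide substrate and 25 µM ATP; 0% = DMSO neutral wells and 100% = GW8510 positive control wells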
Target sequence (P49840 whole entry, looked up): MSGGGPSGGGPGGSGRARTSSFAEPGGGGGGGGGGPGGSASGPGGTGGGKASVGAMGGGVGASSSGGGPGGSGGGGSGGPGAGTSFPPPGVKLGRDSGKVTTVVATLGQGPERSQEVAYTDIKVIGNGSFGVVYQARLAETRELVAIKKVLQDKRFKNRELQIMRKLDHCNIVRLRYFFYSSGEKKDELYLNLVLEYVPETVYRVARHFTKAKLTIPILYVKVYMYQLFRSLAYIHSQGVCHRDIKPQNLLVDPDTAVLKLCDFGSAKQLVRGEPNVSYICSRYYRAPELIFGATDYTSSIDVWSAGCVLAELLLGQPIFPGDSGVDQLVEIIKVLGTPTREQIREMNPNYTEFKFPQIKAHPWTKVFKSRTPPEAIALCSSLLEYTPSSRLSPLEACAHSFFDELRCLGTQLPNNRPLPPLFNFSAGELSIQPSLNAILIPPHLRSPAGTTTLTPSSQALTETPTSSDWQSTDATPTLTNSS
HIF activator: HIF pathway transcriptional activators, primary screen, cell-based, U2OS HRE-luciferase, luminescence | AID 1910, 2009 | U2OS HRE-luciferase reporter; normalized: DMSO 0%, desferrioxamine 100% | activation, % at 7.5 µM (by protocol) | actives 0.32% (n = 300,000);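 active = mean activation of at least 10% of the iron chelator positive control signal, with at least half of replicates also reaching 10%; inconclusive = mean and replicate majority disagree about reaching 10%; inactive = mean and most replicates under 10%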
KLF5 inhibitor: KLF5 expression inhibitors, primary screen, DLD-1 cells, luminescence. DLD-1 KLF5 promoter-luciferase reporter. inhibition, % at 5 µM. actives 0.23% (n = 290,000). AID 1700, 2009;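 active = inhibition above a per-plate limit of that plate's mean compound inhibition plus 3 SD, cut at about 60% in these data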;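 note: 0% = DMSO wells and 100% = LY294002 at 200 µM; higher means less KLF5 promoter-driven luciferase light; inactives centre near -14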
HSF1 activator: HSF-1 activators, primary screen, NIH3T3-HGL cells, MG132 stress, luminescence, single point; actives 1.7% (n = 300,000); activation, % at 9 µM; NIH3T3-HGL HSF-1 luciferase reporter, 8 h; 100% = twice DMSO control signal;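 active = mean replicate activation of at least 50% with a set share of replicates each reaching 50%; inconclusive = only one of those two conditions met; inactive = mean below 50% and too few replicates reaching it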;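 note: 0% = median of the neutral control wells and 100% = twice that signal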
GSK3beta inhib: human GSK3beta kinase inhibitors, primary screen, biochemical, cell-free homogeneous, HTS. Glycogen synthase kinase-3 beta (Homo sapiens), P49841. GST-GSK3beta kinase, ADP-Glo luminescence, 60 min; active compounds read low. activity score (negative = inhibition), % at 10 µM. actives 0.038% (n = 300,000);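 active = more than half of replicate wells score below -50%, meaning over 50% inhibition versus plate controls; inconclusive = some replicates but at most half score below -50%; inactive = no replicate scores below -50%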;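 note: 0% = median DMSO wells and -100% = median GW8510 positive control wells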
Target sequence (P49841 whole entry, looked up): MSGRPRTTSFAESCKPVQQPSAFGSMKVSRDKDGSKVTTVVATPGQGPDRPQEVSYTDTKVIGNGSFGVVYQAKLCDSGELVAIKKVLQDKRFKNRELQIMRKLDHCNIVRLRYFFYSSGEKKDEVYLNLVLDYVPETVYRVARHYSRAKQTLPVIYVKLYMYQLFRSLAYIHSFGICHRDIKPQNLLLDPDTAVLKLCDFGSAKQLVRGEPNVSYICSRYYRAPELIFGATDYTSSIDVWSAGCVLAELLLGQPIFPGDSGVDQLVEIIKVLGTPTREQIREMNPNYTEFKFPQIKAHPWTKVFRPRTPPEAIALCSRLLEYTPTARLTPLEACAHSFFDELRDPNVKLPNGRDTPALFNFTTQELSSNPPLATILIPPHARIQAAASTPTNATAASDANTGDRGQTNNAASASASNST
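Test system – GST-tagged human GSK3beta kinase, cell-free · Incubation – 60 min enzyme reaction, room temperature · Signal – ADP-Glo luminescence · Also added – peptide substrate and ATP at 25 µM · Controls – DMSO neutral wells and GW8510 at 20 µM as positive · Buffer or medium – Tris/MgCl2 kinase buffer · Measure – Luminescence-derived activity versus plate DMSO and GW8510 wells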
HSF1 inhib: HSF1 inhibitors in luciferase reporter cells, primary screen, cell-based, NIH3T3, luminescence. NIH3T3-HGL HSE-luciferase, MG132-induced, luminescence 8 h; active compounds read low. activity change, negative = inhibition, % at 7.5 µM (by protocol). actives 0.77% (n = 300,000). AID 2098, 2009;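 active = more than half of replicate wells show activity change below -50%, luminescence cut by over half; inconclusive = some wells, but at most half, below -50%; inactive = no replicate well below -50%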;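 note: luciferase reports HSF-1 transcriptional activity via heat shock element; 0% = median of DMSO wells and -100% = zero luminescence signal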
aSyn UTR inh: MLPCN primary screen, SNCA 5' untranslated region | alpha-synuclein 5'UTR reporter, inhibitor activity | inhibition, % (tested at 7.5 µM) | actives 0.82% (n = 300,000) | AID 1813, 2009; in the data active = inhibition above about 60%; inconclusive = no clear call, values can overlap the other calls;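 note: H4 neuroglioblastoma cells stably carrying SNCA 5'UTR luciferase fusion; 0% = DMSO wells and 100% = positive control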
HSP90 refold inh: HSP90 inhibitors, primary screen, cell lysate, luminescence; Heat shock protein HSP 90 (rabbit reticulocyte lysate; luciferase refolding); Rabbit reticulocyte lysate, luciferase refolding luminescence, 3 h; inhibition, % at 5.6 µM; actives 0.91% (n = 290,000); AID 1789, 2009;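 active = inhibition above the screen-wide mean plus 3 SD, computed separately per campaign, cut at about 16% in these data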;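 note: 0% = DMSO wells and 100% = 60 µM geldanamycin wells; inhibitors lower the luminescence because luciferase stays unfolded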
AI-2 QS modul: Vibrio harveyi AI-2 quorum sensing modulators, primary screen, JMH597 strain, luminescence/OD600 ratio | Vibrio harveyi JMH597 AI-2 luminescence/OD600 ratio, 9 h; active compounds read low; strain lacks LuxN and CqsS sensors; 0 = neutral-control median | activity change, % at 7.5 µM | actives 0.4% (n = 300,000); in the data active = activity change below about -75%, passing the limit was not always enough; inconclusive = no clear call, values can overlap the other calls;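 note: luminescence divided by OD600 gain over 9 h not by final OD600 alone; inactives centre near 13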
IEC-6 tox: cytotoxicity in IEC-6 intestinal epithelial cells, primary screen, cytotoxicity control for KLF5 inhibitor project, cell-based, luminescence; actives 0.78% (n = 290,000); inhibition, % at 5 µM; IEC-6 cytotoxicity, luminescence viability; in the data active = inhibition above about 22%;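 note: 0% = plate median of test compound wells and 100% = cytotoxic reference compound wells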
* marks the source's active call; other numbers are inactive results; ? = inconclusive; · = no result given. Compounds as they come; about 4.7% have a hit in one of these screens.

SMILES	GSK3 alpha inh	HIF activator	KLF5 inhibitor	HSF1 activator	GSK3beta inhib	HSF1 inhib	aSyn UTR inh	HSP90 refold inh	AI-2 QS modul	IEC-6 tox
C[C@H](NC(=O)c1nc[nH]c1C(=O)N[C@@H](Cc1ccccc1)C(=O)OCc1ccccc1)C(=O)OCc1ccccc1	-1	2.5	-26	33	5	23	-7	7	-7	0
C/C(=N\NC(=O)Nc1ccccc1)c1ccc2ccccc2c1	-4	0.9	-50	15	1	-15	-35	4	8	-4
COCCCNS(=O)(=O)c1cc2c3c(c1)C(C)C(=O)N3CCC2 (stereo unspecified)	-2	-0.3	-6	10	-2	-3	-11	-4	8	3
CC1(C)OC(=O)C(=NNc2ccccc2)C(=O)O1	0	-0.2	9	20	3	5	-3	3	9	0
CCc1ccc(OCC(=O)Nc2nnc(C3CCCC3)s2)cc1	0	-0.8	-1	5	1	11	1	-8	11	-8
COCCN(C(=O)COC(=O)c1c(NC(C)=O)sc(C)c1C)c1c(N)n(Cc2ccccc2)c(=O)[nH]c1=O	-1	-1.0	·	-8	-9	-3	-2	·	16	·
Cc1ccccc1NC(=O)c1c([N+](=O)[O-])c(C(C)(C)C)nn1C	·	-0.5	-26	-5	-2	-2	20	-1	5	-2
COc1ccccc1N(Cc1ccccc1)S(=O)(=O)c1cccc(C(=O)Nc2cc(C)ccn2)c1	2	-0.8	-159	6	2	-1	30	38*	11	8
CCOc1ccc(C(=O)N2CCCC2)cc1OC	-2	-0.1	-25	-1	0	-1	15	2	-5	3
CCn1nc(C)cc1C(=O)Sc1ccc(Cl)cc1Cl	1	-0.1	-17	52*	-2	28	16	4	10	2
COc1cccc(Cn2c(=O)c3ccccc3n3nc(C)cc23)c1	·	-0.1	-6	2	0	14	41	-4	10	3
O=C(c1sc2ccccc2c1Cl)N1CCN(c2ncccn2)CC1	-13	-0.2	9	-4	2	-4	0	-1	19	3
COC(=O)c1c(C)oc2ccc(NS(=O)(=O)c3cc(OC)ccc3OC)cc12	-1	-0.1	-1	19	0	-3	-8	-2	-2	-2
Cn1cc(C(=O)N2CCCCCC2)c(=O)c2cc(S(=O)(=O)N3CCCCC3)ccc21	-1	0.1	-14	14	1	-4	-1	-4	20	-15
O=C(COC(=O)CC1CC2CCC1C2)Nc1ccc(F)cc1 (stereo unspecified)	-2	-0.3	-11	12	2	-11	-21	-2	-14	-4
COc1ccc(C(=O)Nc2ccc(Cl)c(Cl)c2)c(OC)n1	3	2.1	-22	?	-1	24	-104	-5	15	4
CCc1ccc(NC(=O)c2ccc(F)c(S(=O)(=O)N(CC)c3ccccc3)c2)cc1	-3	0.1	-5	33	1	5	9	-1	5	0
Cc1ccc(S(=O)(=O)N(C(=O)c2ccncc2)c2ccc(OC(=O)c3ccncc3)cc2)cc1	2	-0.1	-20	28	1	-4	9	-7	4	-14
CC1CCN(CC(C)CNC(=O)c2cc(-c3ccccn3)nc3ccccc23)CC1 (stereo unspecified)	-2	0.4	16	-9	-9	-8	-14	2	9	-3
CCCCC(=O)NC(=S)NNC(=O)CC	-2	-0.4	-18	-6	2	-5	-7	-6	47	-8

7 entries out of the list, sorted by count of non-hydrogen atoms, rising:
SMILES	GSK3 alpha inh	HIF activator	KLF5 inhibitor	HSF1 activator	GSK3beta inhib	HSF1 inhib	aSyn UTR inh	HSP90 refold inh	AI-2 QS modul	IEC-6 tox
CC1(C)OC(=O)C(=NNc2ccccc2)C(=O)O1	0	-0.2	9	20	3	5	-3	3	9	0
COc1ccc(C(=O)Nc2ccc(Cl)c(Cl)c2)c(OC)n1	3	2.1	-22	?	-1	24	-104	-5	15	4
O=C(COC(=O)CC1CC2CCC1C2)Nc1ccc(F)cc1 (stereo unspecified)	-2	-0.3	-11	12	2	-11	-21	-2	-14	-4
O=C(c1sc2ccccc2c1Cl)N1CCN(c2ncccn2)CC1	-13	-0.2	9	-4	2	-4	0	-1	19	3
COC(=O)c1c(C)oc2ccc(NS(=O)(=O)c3cc(OC)ccc3OC)cc12	-1	-0.1	-1	19	0	-3	-8	-2	-2	-2
CC1CCN(CC(C)CNC(=O)c2cc(-c3ccccn3)nc3ccccc23)CC1 (stereo unspecified)	-2	0.4	16	-9	-9	-8	-14	2	9	-3
Cc1ccc(S(=O)(=O)N(C(=O)c2ccncc2)c2ccc(OC(=O)c3ccncc3)cc2)cc1	2	-0.1	-20	28	1	-4	9	-7	4	-14

Other results
SMILES	GSK3 alpha inh	HIF activator	KLF5 inhibitor	HSF1 activator	GSK3beta inhib	HSF1 inhib	aSyn UTR inh	HSP90 refold inh	AI-2 QS modul	IEC-6 tox
O=C(c1cccs1)N1CCN(C/C=C/c2ccccc2)CC1	-1	0.1	-4	-4	5	3	-24	-1	12	1
CC(C)C(NS(=O)(=O)c1ccccc1)C(=O)NC1CCCC1 (stereo unspecified)	-3	-0.2	-29	2	0	-4	-9	-2	22	-7
COc1ccccc1C1CCN(Cc2ccc3ccccc3c2)CC1	1	0.4	-32	-9	14	-3	-1	0	12	-2
CC(Cc1cccs1)NC(=O)Nc1cccc(Cl)c1 (stereo unspecified)	-1	3.2	-77	13	0	8	-62	3	17	-3
COc1cccc(CN(C)c2nc(-c3cccs3)nc3ccccc23)c1	2	-0.4	-9	-15	4	-10	14	4	30	0
CCCCOC(=O)Nc1cccc(C(=O)OCC)c1	3	0.5	-175	12	0	0	-68	4	7	11
CCOC(=O)NC(=O)c1cn(Nc2ncc(Cl)cc2C(F)(F)F)c(=O)[nH]c1=O	0	0.0	-1	-14	4	-5	2	1	21	0
CCOC(=O)c1ccc(NCc2ccc(N(C)C)cc2)cc1	·	2.1	-47	-32	1	-27	-87	5	9	-2
CCc1cc2c(C)ccc(C)c2nc1SCC(=O)Nc1cc(C)on1	1	-0.1	-21	-4	1	6	?	-2	12	0
CCCCc1nc2cc(C(=O)NCCc3c(C)n[nH]c3C)ccc2o1	6	0.6	-29	0	-1	7	-18	-3	17	0
O=C(N1CCN(c2ccccc2F)CC1)C1(S(=O)(=O)c2ccc(Cl)cc2)CC1	0	0.2	-1	12	4	3	18	-2	7	-3
Brc1ccc(Oc2nsnc2N2CCOCC2)cc1	-1	-0.1	-15	1	0	-5	-53	-2	2	7
Cc1cccnc1NC(=O)CN1C(=O)COc2ccc(Cl)cc21	0	2.0	-6	-4	-1	-1	-5	18*	16	1
CN(C)c1ccc(C(=O)OCC(=O)NC2CCCCCC2)cc1	1	-0.2	-12	1	0	10	17	2	11	-5
Cc1ccc(OC(=O)COc2ccccc2)c(-n2nc3ccccc3n2)c1	-3	2.5	-90	51*	2	41	-178	-5	10	0
CC(=O)NCCc1nc2cc(NC(=O)Nc3ccccc3)ccc2n1C	1	2.1	-66	-11	-1	5	11	9	4	-1
CC(=O)Nc1ccc(NC(=O)c2cccc(-c3cc4ccccc4oc3=O)c2)cc1	-1	0.6	-91	25	-3	15	-30	-3	8	1
Clc1ccc(Cn2c(/C=C/c3ccco3)nc3ccccc32)cc1	0	-0.4	-13	38	-2	4	-13	-1	7	4
Cc1ccccc1-n1c(SCC(=O)N/N=C/c2sccc2C)nc2ccccc2c1=O	-4	-0.6	-18	39	2	11	45	7	9	7
Cc1cccc(C)c1NC(=O)CSc1nnc(-c2ccoc2C)n1CCc1ccccc1	0	0.7	9	12	2	7	2	7	3	5

Record cards, as listed above. Order of values: GSK3 alpha inh | HIF activator | KLF5 inhibitor | HSF1 activator | GSK3beta inhib | HSF1 inhib | aSyn UTR inh | HSP90 refold inh | AI-2 QS modul | IEC-6 tox
`CCOc1ccc(C(=O)N2CCCC2)cc1OC` as listed: -2 | -0.1 | -25 | -1 | 0 | -1 | 15 | 2 | -5 | 3
`CCCCc1nc2cc(C(=O)NCCc3c(C)n[nH]c3C)ccc2o1` as listed: 6 | 0.6 | -29 | 0 | -1 | 7 | -18 | -3 | 17 | 0

Further results.
SMILES	GSK3 alpha inh	HIF activator	KLF5 inhibitor	HSF1 activator	GSK3beta inhib	HSF1 inhib	aSyn UTR inh	HSP90 refold inh	AI-2 QS modul	IEC-6 tox
Cc1ccc(S(=O)(=O)CC(C)(O)CS(=O)(=O)c2ccc(C)cc2)cc1	-4	0.1	-11	0	0	-5	-1	4	30	2
O=C1/C(=C\c2ccccc2)SC(=S)N1CCC(=O)N1CCCCC1CCO (stereo unspecified)	-1	0.5	-3	4	4	7	-47	-1	1	4
Cc1cccc(C(=O)NNC(=S)NC(=O)c2ccccc2)c1	2	0.1	·	18	0	12	21	·	?	·
Fc1ccc2[nH]c3c(c2c1)CN(C(=S)NCc1ccccc1)CC3	1	-0.6	-23	-16	-1	-2	-8	3	49	-1
Cc1ccc(CNC(=O)C2CCC(=O)N(Cc3cccc(C(F)(F)F)c3)C2)o1 (stereo unspecified)	-1	0.2	-36	2	0	15	4	-2	13	-5
COc1ccc(Cl)cc1C(=O)Nc1cccc(-c2ccc3nncn3n2)c1	-2	-0.3	-12	-1	-3	-1	-6	-9	13	8
OCCCNCc1ccc(-c2ccccc2)cc1	-1	0.3	-21	-2	-3	-5	-20	-1	-5	-5
O=C(Cn1nc(-c2ccc3c(c2)OCCO3)ccc1=O)Nc1cccc(NC(=O)c2ccccn2)c1	0	0.1	-25	13	0	1	-1	0	7	3
CCc1nc(NC(=O)c2sc(C)nc2C)sc1C(=O)OC	-1	-0.5	-22	3	0	-3	-20	2	4	-2
Cc1ccnc(NC(=O)CCc2c[nH]c3ccccc23)c1	3	3.7	-36	-2	-1	10	-71	-2	-1	2
COc1ccc(NC(=O)Nc2nnc(C(C)(C)C)s2)cc1	-4	4.1	-44	8	1	6	-67	0	-7	2
COc1ccccc1C(=O)O/N=C(/c1ccncc1)c1ccc([N+](=O)[O-])cc1	·	-0.2	-33	6	3	6	7	-1	13	-3
COc1ccc(S(=O)(=O)N2CCCCCC2)cc1NC(=O)Cc1cc(OC)c(OC)c(OC)c1	-1	0.8	1	1	1	1	24	1	18	-6
